Platelet DG rel: platelet dense granule release activity; human platelet-rich plasma, SFLLRN dense granule ATP release, luminescence; AID 1663; inhibition, %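 (compounds screened at 7.5 µM in platelet-rich plasma)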; actives 0.22% (n = 300,000);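 active means mean replicate score, as percent of positive control, at or above 50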
KCNQ1 inh: human KCNQ1 channel inhibition; P51787; CHO-K1 KCNQ1, FluxOR thallium flux fluorescence; hits give high values; B-score at 10 µM; actives 1.3% (n = 310,000); AID 2642;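 active means compounds whose thallium flux B-score, printed positive for inhibition, exceeds three library SD while starting fluorescence stays within three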;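 further: channel opened by potassium depolarization with thallium stimulus after 20 min compound exposure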
hERG protect: hERG (human) protection from proarrhythmic block | Q12809 | CHO-hERG, FluxOR thallium flux, dofetilide IC70 present | activation (rescue from dofetilide block), less the hit threshold, % at 10 µM | actives 0.51% (n = 310,000);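 active means activation above the mean of controls blocked by dofetilide plus 5 SD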;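 further: thallium influx through hERG after potassium depolarization seen as dye fluorescence rise; in these data hits start at about 4.7%; inactives centre near -7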
PolyA inhibitor: blocks polyadenylation in yeast reporter cells | S. cerevisiae SKY197-pL101 polyadenylation reporter, beta-gal luminescence; efflux-impaired pdr1/pdr3 knockout yeast; score 100 = 6 SD above DMSO | calls only at 12 µM | actives 0.02% (n = 300,000) | AID 1875;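 active means lowest replicate activity score at least 50, where 100 means six control SD above control mean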;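 further: yeast exposed to compound for 9 h at 30 °C; higher score means more reporter readthrough which indicates perturbed polyadenylation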
KCNK3 inh: human KCNK3 channel inhibition, primary screen; O14649; CHO-KCNK3 thallium flux, FluxOR fluorescence; hits give low values; B-score at 10 µM; actives 0.84% (n = 340,000);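 active means B-score under library mean minus 4 SD, starting fluorescence ratio at most library mean plus 5 SD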;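 further: more negative B-score means stronger inhibition of thallium flux through KCNK3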
Target sequence (O14649 whole entry, looked up): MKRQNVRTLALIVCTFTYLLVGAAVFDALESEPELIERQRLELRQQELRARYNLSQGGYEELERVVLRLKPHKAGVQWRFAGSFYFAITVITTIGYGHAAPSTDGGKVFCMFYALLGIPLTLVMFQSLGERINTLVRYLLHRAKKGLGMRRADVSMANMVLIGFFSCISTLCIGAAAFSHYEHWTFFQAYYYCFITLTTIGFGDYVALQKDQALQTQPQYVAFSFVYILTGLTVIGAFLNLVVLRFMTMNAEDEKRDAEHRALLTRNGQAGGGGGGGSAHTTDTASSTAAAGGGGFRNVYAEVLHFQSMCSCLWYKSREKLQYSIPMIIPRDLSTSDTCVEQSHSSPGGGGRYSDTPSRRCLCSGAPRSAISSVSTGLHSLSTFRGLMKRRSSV
TRPC4 inh: inhibitors of mouse TRPC4 channel; HEK293 TRPC4beta/mu-opioid, DAMGO-evoked Fluo4 calcium flux; hits give low values; Q9QUQ5; B-score at 10 µM; actives 0.39% (n = 300,000);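 active means B-score over 3 SD under the library average, no early fluorescence shift, positive overall ratio signal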
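material = TRPC4beta/mu-opioid receptor HEK293 cell line | probe or stimulus = sequential submaximal and maximal DAMGO stimulation | compound dosing = one concentration per compound | measured by = Fluo4 Ca2+ flux fluorescence | evaluation = integrated fluorescence ratio relative to baseline, converted to per-well B score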
KCNQ1 pot: potentiates or activates the human KCNQ1 potassium channel | P51787 | CHO-K1 KCNQ1, thallium flux FluxOR fluorescence; hits give high values | B-score at 10 µM | actives 0.35% (n = 310,000) | AID 2648;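 active means fluorescence ratio B-score, a plate-corrected score, at least three library SD, with initial intensity B-score within 5 SD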
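Material: CHO-K1 cells stably expressing KCNQ1. Medium: assay buffer for compound exposure, DMSO matched across wells. Reagent: K+/Tl+ depolarizing stimulus. Compound dosing: single-concentration screen. Times: 37 °C overnight plating, 90-min dark dye load, 20-min compound pretreatment. Technique: FluxOR Tl+ flux fluorescence.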
TRPC4 PAM: allosterically enhances the mouse TRPC4 cation channel | Q9QUQ5 | HEK293 TRPC4beta/mu-opioid, DAMGO EC20, Fluo-4 Ca2+ flux; hits give high values | B-score at 10 µM | actives 0.42% (n = 310,000) | AID 2227;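 active means B-score of calcium response area above 5 SD of library B-scores, with initial fluorescence ratio within 5 SD of library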;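 further: B-score of integrated fluorescence ratio over time as area under calcium response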
Dyrk1A ADPGlo: Dyrk1A (rat) kinase inhibition; AID 504441; ADP-Glo luminescence, NFATc1 peptide; inhibition, % at 12.5 µM; actives 0.43% (n = 310,000); Q63470; in the data active means inhibition above about 50%;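 further: plate controls were vehicle with enzyme for no effect and no enzyme for full effect; many of its hits are not listed in these tables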
TRPC4 agonist: activators of mouse TRPC4 channel. HEK293 TRPC4beta/mu-opioid, Fluo4 calcium fluorescence; hits give high values. B-score at 10 µM. actives 0.49% (n = 310,000). AID 2237;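 active means B-score above 5 SD of library B-scores, and initial fluorescence ratio not above library mean plus 5 SD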;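 further: positive B-score marks a calcium rise read as TRPC4 activation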
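system = HEK293 cells stably co-expressing mouse TRPC4beta and mu-opioid receptor | schedule = Fluo4 dye loading 45 min at room temperature, 110 s recording | measure = B-scored integrated calcium fluorescence ratio | signal = Fluo4 calcium-sensitive dye fluorescence, kinetic, 1 Hz baseline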
KCNK9 block: blocks the human KCNK9 two-pore domain potassium channel; actives 1.2% (n = 310,000); HEK293 KCNK9, FluxOR thallium flux fluorescence; hits give low values; AID 488922; B-score at 10 µM;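 active means ratio B-score over 3 SD below the library mean, with starting fluorescence within 5 SD of its mean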;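 further: negative B-score means less thallium flux so channel inhibition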
Target sequence (Q9NPC2 whole entry, looked up, the tested form may be a part): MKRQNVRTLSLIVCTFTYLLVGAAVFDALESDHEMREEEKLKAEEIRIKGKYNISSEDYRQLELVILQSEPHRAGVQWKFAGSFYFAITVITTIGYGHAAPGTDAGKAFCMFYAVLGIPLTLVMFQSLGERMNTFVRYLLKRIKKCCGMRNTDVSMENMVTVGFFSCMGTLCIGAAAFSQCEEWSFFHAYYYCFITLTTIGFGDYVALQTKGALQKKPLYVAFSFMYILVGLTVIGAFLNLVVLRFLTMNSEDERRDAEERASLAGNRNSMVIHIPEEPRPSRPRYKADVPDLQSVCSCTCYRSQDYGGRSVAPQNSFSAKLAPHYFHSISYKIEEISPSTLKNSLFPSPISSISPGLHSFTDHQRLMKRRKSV
The depositor's hits bear a star; i = inactive; · = not tested or not shown.

SMILES	Platelet DG rel	KCNQ1 inh	hERG protect	PolyA inhibitor	KCNK3 inh	TRPC4 inh	KCNQ1 pot	TRPC4 PAM	Dyrk1A ADPGlo	TRPC4 agonist	KCNK9 block
CCOC(=O)C1CCN(S(=O)(=O)c2ccc(C(=O)OC)cc2)CC1	-6	i	-8	i	i	i	i	i	1	i	i
O=C(CNC(=S)N(Cc1ccc(F)cc1)C1CCCCC1)NC1CC1	-2	i	-11	i	i	i	i	i	2	i	i
CC(Sc1nc2ccccc2s1)C(=O)NC1CCCc2ccccc21 (configuration not stated)	-41	i	-11	i	i	i	i	i	4	i	i
COc1ccc(Br)cc1S(=O)(=O)NCCN1CCOCC1	0	i	-6	i	i	i	i	i	-8	i	i
Cc1ccc2nc(SCC(=O)Nc3cc(C)on3)c(C)cc2c1	5	i	-4	i	i	i	i	i	-3	i	i
CN(C)CCNc1nc2c(c(=O)[nH]c(=O)n2C)n1CC(O)COc1ccc(Cl)cc1 (configuration not stated)	-1	i	-7	i	i	i	i	i	-7	i	i
CCCC(C)C(=O)Nc1ccncc1 (configuration not stated)	5	i	-8	i	i	i	i	i	0	i	i
CCN(CC)c1ccc(NC(=O)Nc2ccccc2C(F)(F)F)cc1	-6	i	0	i	i	i	i	i	6	i	i
COC(=O)CNC(=O)c1ccccc1	0	i	-2	i	i	i	i	i	3	i	i
COC(=O)c1c(-c2ccco2)csc1NC(=O)C1CC=CCC1C(=O)O (configuration not stated)	11	i	-6	i	i	i	i	i	6	i	i
COc1cccc(-n2sc3c(c2=S)-c2cc(OC)ccc2NC3(C)C)c1	-1	i	-8	i	i	i	i	i	-3	i	i
CCc1ccc(OCc2nnc(SCC(=O)N3CCOCC3)o2)cc1	6	i	-2	i	i	i	i	i	2	i	i
CNC(=O)C(NC(=O)Nc1ccc(C)cc1)C(C)(C)C (configuration not stated)	-1	i	-7	i	i	i	i	i	-6	i	i
CC(C)(CNC(=O)c1cc2ccccc2o1)N1CCOCC1	2	i	-3	i	i	i	i	i	3	i	i
Cc1c(C)n(C)c2ccc(C(=O)NCc3cccs3)cc12	4	i	-17	i	i	i	i	i	0	i	i
O=C1c2cccnc2C(=O)N1Cc1ccco1	8	i	-6	i	i	i	i	i	-5	i	i
COC(=O)c1c(C)c2c(C)cc3ccccn3c-2c1C(=O)OC	6	i	-6	i	i	i	i	i	26	i	i
CCOc1cccc2cc(-c3cn4cc(C)ccc4n3)c(=O)oc12	2	i	10*	i	i	i	i	i	1	i	i
CN(CC(=O)Nc1c(Cl)cccc1Cl)C(=O)c1sccc1-c1ccccc1	·	i	-20	i	i	i	i	i	8	i	i
CCOC(=O)N1CCN(C(=O)c2ccc(NS(=O)(=O)c3ccc(C)cc3)cc2)CC1	2	i	-8	i	i	i	i	i	-7	i	i
C=CCc1ccc(OCCCNC2CCCC2)c(OC)c1	1	i	-5	i	i	i	i	i	-5	i	i
Cc1ccc2c(cnn2C(=O)CCC(=O)NCc2cccc(Cl)c2)c1	1	i	-11	i	i	i	i	i	2	i	i
Cc1ccc(S(=O)(=O)NC(CC(C)C)C(=O)N2CCC(C)CC2)cc1 (configuration not stated)	-7	i	-13	i	i	i	i	i	-3	i	i
CC(=O)C1=C(O)C(=O)N(c2ccc(O)cc2)C1c1ccc(F)cc1 (configuration not stated)	-4	i	-2	i	i	i	i	i	6	i	i
Nc1cc(-c2ccc(Br)cc2)nn1S(=O)(=O)c1cccc2nsnc12	5	i	-7	i	i	i	i	i	-2	i	i
SMILES	Platelet DG rel	KCNQ1 inh	hERG protect	PolyA inhibitor	KCNK3 inh	TRPC4 inh	KCNQ1 pot	TRPC4 PAM	Dyrk1A ADPGlo	TRPC4 agonist	KCNK9 block
Cc1ccccc1C(=O)NC(C)C(c1cccs1)N1CCOCC1 (configuration not stated)	-1	i	-4	i	i	i	i	i	0	i	i
COc1cccc(CNC23CC4CC(CC(C4)C2)C3)c1OCc1ccccc1	3	6*	-11	i	i	i	i	i	-2	i	i
CCOc1ccc(N(CC(=O)NC2CCCCC2)C(=O)CCC(=O)Nc2nc(C)cs2)cc1	-8	i	-7	i	i	i	i	i	-9	i	i
CC(C)c1ccc(NC(=O)C(c2ccc3c(c2)OCO3)N2CCC3(CC2)OCCO3)cc1 (configuration not stated)	-1	i	-10	i	i	i	i	i	15	i	i
CCOC(=O)c1sc(-c2cccc([N+](=O)[O-])c2)cc1N	7	i	-6	i	i	i	i	i	-4	i	i
Cc1ccccc1-n1nnnc1SCCCC(=O)c1ccc(F)cc1	-23	i	-9	i	i	i	i	i	-1	i	i
Cc1cccc(-n2c(=O)c3c4c(sc3n3c(=S)[nH]nc23)CCC4)c1	1	i	-3	i	i	i	i	i	35	i	i
COc1ccc(OC)c(CCNC(=O)CCCC(=O)n2ncc3cc(C)ccc32)c1	12	i	-7	i	i	i	i	i	-2	i	i
CC(=O)N1c2ccc(S(=O)(=O)N3CCC(C(=O)Nc4cccc(C(F)(F)F)c4)CC3)cc2CC1C (configuration not stated)	3	i	-14	i	i	i	i	i	0	i	i
COCC(=O)N(CCc1ccc(OC)c(OC)c1)Cc1nc2ccccc2c(=O)[nH]1	-6	i	-9	i	i	i	i	i	-1	i	i
Cc1ccc(Cn2c(=O)cc(C(=O)O)c3ccccc32)cc1	-1	i	-6	i	i	i	i	i	2	i	i
CCOC(=O)c1ccc(NC(=O)CSc2nnc(Cc3cccs3)n2C)cc1	1	i	-3	i	i	i	i	i	0	i	i
CCCOc1ccc(CN(CCO)CCO)cc1[N+](=O)[O-]	-1	i	-7	·	i	i	i	i	1	i	i
Cc1cccc(/C=C2\Sc3ccc(C(=O)N4CCC(C(N)=O)CC4)cc3N(C)C2=O)c1	-6	i	-20	i	i	i	i	i	-1	i	i
CCN(CC)C(C(=O)Nc1ccc(C(C)C)cc1)c1ccc2c(c1)OCO2 (configuration not stated)	0	i	-19	i	i	i	i	i	9	i	i
O=C(Nc1cccc(S(=O)(=O)NC2=NCCC2)c1)c1ccccc1OC(F)F	-6	i	-3	i	i	i	i	i	11	i	i
CCc1ccc(OCC(=O)NC(=S)Nc2cccc(CO)c2)c(Br)c1	3	i	-8	i	i	i	i	i	-9	i	i
Nc1nnc2c(n1)CCCC2	0	i	-10	i	i	i	i	i	1	i	i
Cc1cccc(NC(=O)CSc2nc3ccc(N4C(=O)c5ccccc5C4=O)cc3s2)c1C	2	i	-9	i	i	i	i	i	-3	i	i
Cc1ccc2c(C)c(C(=O)N(Cc3ccc(F)cc3)C3CCS(=O)(=O)C3)oc2c1 (configuration not stated)	-16	i	-11	i	i	i	i	i	2	i	i
C=CCn1c(SCC(=O)NC2CCCC2)nnc1-c1cccnc1	14	i	-14	i	i	i	i	i	0	i	i
COCCN1Cc2cccc(C(=O)Nc3ccc4c(c3)OCCO4)c2C1=O	4	i	-5	i	i	i	i	i	14	i	i
COc1ccc(Cl)cc1NC(=O)CN(C)C(=O)c1ccc(OCc2ccccc2)c(OC)c1	0	i	-11	i	i	i	i	i	-9	i	i
CC(C)(C)OC(=O)N1Cc2ccccc2C[C@H]1C(=O)NCC(=O)NC1CCCCC1	-4	i	-7	i	i	i	i	i	-2	i	i
COc1ccc(F)cc1C(=O)C1CCCN(C(=O)c2cccc(N(C)C)c2)C1 (configuration not stated)	5	i	-17	i	i	i	i	i	-7	i	i
SMILES	Platelet DG rel	KCNQ1 inh	hERG protect	PolyA inhibitor	KCNK3 inh	TRPC4 inh	KCNQ1 pot	TRPC4 PAM	Dyrk1A ADPGlo	TRPC4 agonist	KCNK9 block
CCOC(=O)c1cn(-c2ccc(F)c(F)c2)c2c(F)c(F)c(F)c(F)c2c1=O	6	i	2	i	·	i	i	i	·	i	i
CCOC(=O)N1CCN(C(=O)C2CCN(S(=O)(=O)c3cc(Cl)ccc3OCC)CC2)CC1	17	i	-8	i	i	i	i	i	·	i	i
CNc1ccccc1C(=O)OC(C)C(=O)Nc1ccc(Cl)cn1 (configuration not stated)	6	i	-8	i	i	i	12*	i	-1	i	i
CC(=O)Nc1c(NC(=O)CC#N)[nH]c2c(c1=O)c(=O)n(C)c(=O)n2C	-3	i	-3	i	i	i	i	i	6	i	i
COc1ccccc1/C=C(/C(=O)NCCCn1ccnc1)c1ccccc1	-12	i	-4	i	i	i	i	i	-1	i	i
COc1ccccc1C1C(C(N)=O)=C(C)Nc2nc(CCCO)nn21 (configuration not stated)	0	i	-8	i	i	i	i	i	1	i	i
CCN(C(=O)Cn1c(=O)oc2ccccc21)c1cccc(C)c1	6	i	-3	i	i	i	i	i	-2	i	i
COCCCNC(=O)c1ccc2c(=O)n(Cc3ccc(OC)cc3)c(=O)[nH]c2c1	4	i	-10	i	i	i	i	i	7	i	i
CC(C)CCn1c(=O)c2ccccc2n2c(CN3C(=O)NC4(CCC(C)CC4)C3=O)nnc12 (configuration not stated)	4	i	-4	i	i	i	i	i	-6	i	i
COc1ccccc1C(=O)NC(=O)COC(=O)CNC(=O)c1ccc(Cl)c([N+](=O)[O-])c1	-2	i	-17	i	i	i	i	i	3	i	i
CCOC(=O)c1cnc(=O)[nH]c1C	8	i	1	i	·	i	i	i	·	i	i
Cc1ccc(NC(=O)CSc2ccc(-c3cccnc3)nn2)c(C)c1	-16	i	-10	i	i	i	i	i	0	i	i
COc1ccccc1CNC(=O)CN1C(=O)NC(C)(c2ccc(C)cc2)C1=O (configuration not stated)	-12	i	-6	i	i	i	i	i	-6	i	i
O=C(Nc1cccc2c1CCCC2)c1cc([N+](=O)[O-])ccc1Cl	-5	i	-1	i	i	i	i	i	10	i	i

Whole records, looked up by structure.
COCCCNC(=O)c1ccc2c(=O)n(Cc3ccc(OC)cc3)c(=O)[nH]c2c1 across the screens: Platelet DG rel = 4; KCNQ1 inh = i; hERG protect = -10; PolyA inhibitor = i; KCNK3 inh = i; TRPC4 inh = i; KCNQ1 pot = i; TRPC4 PAM = i; Dyrk1A ADPGlo = 7; TRPC4 agonist = i; KCNK9 block = i
COc1ccccc1C1C(C(N)=O)=C(C)Nc2nc(CCCO)nn21 (configuration not stated) across the screens: Platelet DG rel = 0; KCNQ1 inh = i; hERG protect = -8; PolyA inhibitor = i; KCNK3 inh = i; TRPC4 inh = i; KCNQ1 pot = i; TRPC4 PAM = i; Dyrk1A ADPGlo = 1; TRPC4 agonist = i; KCNK9 block = i

Some of the compounds tested; the hit share may differ from the screen's.
